ABHD4 inh = inhibits mouse alpha/beta hydrolase domain 4. purified mABHD4, FP-Rh probe fluorescence polarization. 370,000 compounds, 0.54% hits. Q8VD66. AID 720543. inhibition, % at 8.92 µM;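 active = inhibition exceeding the mean over every tested compound plus 3 SD, cut at about 30% in these data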;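 note: 0% = plate median of compound wells and 100% = S159A mutant with DMSO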
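Assay system: mABHD4 protein; medium: HEPES pH 7.0, NaCl, Pluronic buffer; dosing: 8.92 µM, single dose; schedule: 45 min + 60 min at 25 °C; signal: FP readout, ex 525 nm / em 598 nm; read-out: normalized percent inhibition of probe labeling; repeats: single replicate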
LEDGF integ inh = blocks HIV-1 LEDGF/p75-dependent DNA integration; TR-FRET IN-LEDGF/p75 DNA integration, Eu/Cy5; inhibition, % at 3.7 µM; 370,000 compounds, 0.64% hits; AID 743269;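 active = inhibition above the screen-wide mean plus 3 SD, cut at about 13% in these data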;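 note: signal is the Cy5 over europium emission ratio at 671 and 618 nm; 0% = plate median of compound wells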
NR1D1 modulator = Rev-erb alpha (human) modulation; activity, % at 10 µM; Rev-erbα–FITC-DNA binding, fluorescence polarization, 90 min; 370,000 compounds, 0.79% hits; P20393;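 active = activity above about 14%, limit read from the data; passing the limit was not always enough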;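 note: 0% = DMSO wells with 35 nM protein and 100% = DMSO wells with 750 nM protein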
rCAG RNA binder = r(CAG) repeat RNA binding | TO-PRO-1 dye displacement fluorescence | inhibition, % at 3 µM | 370,000 compounds, 1.3% hits | AID 651821;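 active = inhibition above the plate cutoff, the mean of all test compounds on that plate plus 3 SD, cut at about 35% in these data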;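 note: 0% = DMSO alone and 100% = 100 µM mitoxantrone as full dye displacement; higher means more dye released from RNA so lower well fluorescence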
UHRF1 MBD2 ctr = blocks human UHRF1 binding to methylated DNA. Q96T88. UHRF1 binding to methylated oligo, TR-FRET. inhibition, % at 4.4 µM. 370,000 compounds, 0.75% hits. AID 687016; in the data active = inhibition above about 21%;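 note: UHRF1 SRA domain binding a hemimethylated CpG hairpin DNA probe; 0% = median of test compound wells and 100% = reference inhibitor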
PRMT1 inh = blocks human protein arginine methyltransferase 1 | Q99873 | recombinant PRMT1, activity-based probe fluorescence polarization | inhibition, % at 2.79 µM | 370,000 compounds, 1.3% hits | AID 652257;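 active = inhibition above about 21% made by adding two undisclosed values, limit read from the data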
Target sequence (Q99873 whole entry, looked up): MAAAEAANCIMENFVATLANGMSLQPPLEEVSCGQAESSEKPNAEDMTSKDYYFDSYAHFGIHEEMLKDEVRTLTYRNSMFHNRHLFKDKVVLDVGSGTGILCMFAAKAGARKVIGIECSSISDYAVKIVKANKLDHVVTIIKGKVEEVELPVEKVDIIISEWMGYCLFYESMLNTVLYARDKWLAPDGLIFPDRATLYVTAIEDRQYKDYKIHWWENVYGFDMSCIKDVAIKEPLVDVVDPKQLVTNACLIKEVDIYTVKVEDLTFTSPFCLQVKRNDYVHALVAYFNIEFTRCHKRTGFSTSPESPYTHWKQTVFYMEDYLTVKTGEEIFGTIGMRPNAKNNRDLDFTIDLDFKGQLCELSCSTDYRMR
PG9 Ab binder = PG9 antibody binding by small molecule | 360,000 compounds, 0.43% hits | inhibition, % at 6.7 µM | TR-FRET gp120-PG9 antibody binding; in the data active = inhibition above about 8.5%
TCR-CD3 inh = human TCR-CD3 binding inhibition; TAMRA-labeled TCR probe fluorescence, biochemical; inhibition, % at 9.4 µM; 360,000 compounds, 0.37% hits; in the data active = inhibition above about 19%;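 note: recombinant mutant TCR 2C K166C tagged with TAMRA read by polarization; 0% = receptor in buffer alone and 100% = receptor with positive control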
HTRA1 inh = inhibitors of human serine peptidase HTRA1 | recombinant HTRA1, FP-rhodamine activity-based probe, fluorescence polarization | Q92743 | 340,000 compounds, 0.5% hits | inhibition, % at 5.96 µM; in the data active = inhibition above about 36%;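 note: 0% = enzyme with DMSO and 100% = wells lacking enzyme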
Target sequence (Q92743 whole entry, looked up): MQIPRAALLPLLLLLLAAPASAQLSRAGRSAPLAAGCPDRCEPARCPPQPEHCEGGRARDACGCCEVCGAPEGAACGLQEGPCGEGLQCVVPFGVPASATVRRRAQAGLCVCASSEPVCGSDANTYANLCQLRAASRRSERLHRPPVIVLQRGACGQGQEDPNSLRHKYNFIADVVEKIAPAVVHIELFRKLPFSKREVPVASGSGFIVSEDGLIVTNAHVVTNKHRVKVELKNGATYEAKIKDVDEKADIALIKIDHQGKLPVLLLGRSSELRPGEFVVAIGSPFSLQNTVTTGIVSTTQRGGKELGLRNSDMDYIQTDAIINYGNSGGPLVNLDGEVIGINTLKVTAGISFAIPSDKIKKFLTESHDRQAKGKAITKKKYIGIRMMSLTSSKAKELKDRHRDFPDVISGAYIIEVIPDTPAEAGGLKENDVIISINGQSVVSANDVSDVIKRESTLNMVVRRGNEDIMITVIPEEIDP
MBD2 inh = inhibitors of human MBD2 binding to methylated oligonucleotide; 370,000 compounds, 0.31% hits; TR-FRET; inhibition, % at 4.4 µM; Q9UBB5; in the data active = inhibition above about 13%
The depositor's hits bear a star; / = no result given.

Results follow in this order: ABHD4 inh	LEDGF integ inh	NR1D1 modulator	rCAG RNA binder	UHRF1 MBD2 ctr	PRMT1 inh	PG9 Ab binder	TCR-CD3 inh	HTRA1 inh	MBD2 inh
> Cc1ccc(C)c(OCCSc2nnc(-c3cccnc3)n2N)c1
    7.3	2.4	3.5	0.5	2.6	-1.6	-1.3	0.4	-10.1	2.1
> CC(NC(=O)/C(C#N)=C/c1cn(-c2ccccc2)nc1-c1ccc(F)cc1)c1ccccc1 (stereo not drawn)
    -5.6	2.6	-0.3	3.3	9.2	-1.2	1.3	-3.6	-2.7	5.5
> CC(C)(C)[C@@H]1COC(=O)[C@H](Cc2ccc(F)cc2)CC/C=C\C[C@H](CC(=O)N(CCO)Cc2ccccc2)C(=O)N1
    -4.2	1.4	-2.0	-6.0	-1.5	-3.5	0.5	-1.8	-20.2	-0.5
> Cc1ccc(N2CC(C(=O)OCC(=O)Nc3ccccc3C)CC2=O)cc1 (stereo not drawn)
    4.6	0.8	-1.0	3.4	-1.8	2.2	-0.1	6.9	-0.9	-1.1
> CC(C)c1ccc(S(=O)(=O)N2CCN(C(=O)c3ccncc3)CC2)cc1
    2.6	2.6	-2.6	-0.8	1.0	-2.1	-0.5	-3.0	3.9	1.2
> Cc1cccc(-c2cnc(C(O)c3ccc(Cl)cc3C)[nH]2)c1 (stereo not drawn)
    2.9	1.0	-2.4	2.4	-1.0	3.1	-2.0	-3.1	/	-0.5
> N/C(CN1CCCC1=O)=N\O
    6.3	1.4	-5.3	2.2	0.4	0.0	-1.3	6.6	7.2	0.9
> O=C(Nc1ccc(Br)cn1)c1ccc(COc2c(F)c(F)cc(F)c2F)o1
    -2.8	5.5	-4.9	0.6	15.3	-6.8	1.3	-1.1	-4.7	1.7
> CCN(CC)S(=O)(=O)c1cc(C(=O)OCC(=O)Nc2cccc(S(=O)(=O)N(C)C)c2)ccc1F
    -2.7	-2.7	11.0	4.6	0.2	-6.2	-0.6	3.2	-1.0	0.5
> Cc1ccc(NC(=O)Nc2nnc(-c3ccncc3)s2)cc1
    -10.5	1.4	0.2	56.5*	-0.6	-3.9	-1.3	0.1	-5.1	2.3
> CCOc1ccccc1NC(=O)CCn1ccnc1
    0.4	0.1	-4.5	-1.4	-0.9	3.3	1.6	-1.1	-14.1	4.5
> CC(C)N1CCN(Cc2ccc(-c3ccccc3Cl)o2)CC1CCO (stereo not drawn)
    9.2	-2.6	4.4	-8.2	1.8	4.7	0.8	-8.1	-7.6	0.8
> CN(C)S(=O)(=O)c1ccc(Cl)c(C(=O)OCC(=O)NNC(=O)c2cccs2)c1
    6.0	-0.6	-6.8	7.2	1.1	2.0	-1.9	6.6	-109.2	4.1
> COCCn1c(SCC(=O)Nc2cc(C)on2)nnc1-c1c[nH]c2ccccc12
    3.3	3.6	-4.2	-0.8	-1.4	-8.8	-0.8	0.2	-0.5	-7.2
> CCC(C)c1ccc(NC(=S)Nc2ccc(OC)cc2)cc1 (stereo not drawn)
    9.4	-0.1	-1.1	-4.3	-0.5	-2.2	0.7	1.8	-0.9	-1.9
> COC(=O)C1=C(C)N(C)C(=NCc2ccccc2C(F)(F)F)NC1c1ccc(Cl)cc1 (stereo not drawn)
    -6.6	3.6	-3.1	5.4	4.5	6.3	0.3	-3.0	/	3.0
> O=C(Nc1ccnn1C1CCN(Cc2cccc(O)c2)CC1)C1CCCC1
    -2.7	0.4	2.1	-2.7	0.3	-1.9	-3.2	-2.1	-8.3	0.1
> O=S(=O)(c1ccc2ccccc2c1)N(CC(O)CN1CCOCC1)c1ccccc1 (stereo not drawn)
    -0.7	-0.4	-1.9	-8.1	-1.2	-3.5	0.1	0.4	-11.6	-2.9
> O=C(O)Cc1ccc(NC(=O)c2cccs2)cc1
    3.1	4.2	-1.7	-0.5	1.6	1.5	-1.7	1.5	0.1	0.4
> COc1ccc(C2c3[nH]c4ccccc4c3CCN2Cc2cccn2-c2ncccn2)cc1C (stereo not drawn)
    7.0	1.1	-6.4	8.6	-0.7	-1.5	1.4	-4.2	-44.0	-6.0
> O=C(c1ccco1)N1CCN(C(=O)C2CC(=O)N(c3ccccc3)C2)CC1 (stereo not drawn)
    5.7	-4.2	7.2	-4.8	-1.3	1.7	-1.2	-0.5	7.0	3.9
> O=c1nc(N2CCOCC2)nc(N/N=C/c2ccc3c(c2)OCO3)[nH]1
    -9.0	7.8	-3.8	3.6	-0.3	-3.1	-2.1	-2.8	4.6	-3.0
> CCN(C[C@H]1N[C@@](C)(C(=O)OC)[C@H]2C(=O)N(C)C(=O)[C@@H]12)C(C)=O
    -0.8	2.4	3.4	1.6	0.6	-2.1	-0.6	5.4	2.1	3.7
> CCOC(=O)c1sc(NS(=O)(=O)c2cc(C)ccc2C)nc1C
    -19.3	1.5	-1.0	43.7*	-0.2	-4.2	-0.7	6.1	-6.3	-5.3
> CCOC(=O)C1C(=O)NC(c2ccccc2)=NC1c1cccc(Br)c1 (stereo not drawn)
    -0.1	-2.4	2.1	-5.6	1.9	-2.0	-0.6	-5.4	-7.8	-2.3
> COc1ccc(-c2noc(=O)n2Cc2ccccc2Cl)cc1
    2.6	4.0	-2.9	-6.7	1.9	1.3	1.0	-6.8	-8.0	4.0
> CCC(C)c1ccc(S(=O)(=O)N2CCN(C(=O)COc3ccc4c(C)cc(=O)oc4c3)CC2)cc1 (stereo not drawn)
    3.1	-1.7	-1.6	4.9	-1.2	0.5	-1.0	1.5	-3.5	1.6
> O=C(Nc1nccs1)c1cc(-c2ccccc2)nn1-c1ccccc1
    -10.5	2.5	13.4	0.0	3.9	0.1	5.2	-2.6	3.6	-2.1
> Clc1ccccc1-c1ncc(-c2ccccc2)o1
    -5.0	0.6	3.5	-2.8	-2.7	-0.6	2.0	-10.4	-18.2	0.1
> COc1ccccc1C1CC(c2ccc(F)cc2)Nc2ncnn21 (stereo not drawn)
    0.0	0.7	-2.0	-5.4	0.8	-4.4	0.5	5.9	-3.2	-2.9

As a short view, some entries already given.
Results follow in this order: ABHD4 inh	LEDGF integ inh	NR1D1 modulator	rCAG RNA binder	UHRF1 MBD2 ctr	PRMT1 inh	PG9 Ab binder	TCR-CD3 inh	HTRA1 inh	MBD2 inh
> O=C(Nc1nccs1)c1cc(-c2ccccc2)nn1-c1ccccc1
    -10.5	2.5	13.4	0.0	3.9	0.1	5.2	-2.6	3.6	-2.1
> Clc1ccccc1-c1ncc(-c2ccccc2)o1
    -5.0	0.6	3.5	-2.8	-2.7	-0.6	2.0	-10.4	-18.2	0.1
> COc1ccccc1C1CC(c2ccc(F)cc2)Nc2ncnn21 (stereo not drawn)
    0.0	0.7	-2.0	-5.4	0.8	-4.4	0.5	5.9	-3.2	-2.9

Following part.
Results follow in this order: ABHD4 inh	LEDGF integ inh	NR1D1 modulator	rCAG RNA binder	UHRF1 MBD2 ctr	PRMT1 inh	PG9 Ab binder	TCR-CD3 inh	HTRA1 inh	MBD2 inh
> O=C(O)CNC(=S)N(Cc1ccccc1)Cc1ccccc1F
    -1.5	1.6	-0.9	7.1	2.3	4.4	0.5	-5.7	-3.3	1.7
> Cn1c(N)c(S(=O)(=O)N2CCN(c3ccccc3)CC2)c(=O)n(C)c1=O
    -0.5	14.9*	-2.5	0.7	2.6	0.9	-0.7	2.9	-2.9	5.2
> Cc1cc(C)nc(N2CCC(C(=O)NCCc3ccc(Cl)cc3)CC2)n1
    -0.4	-8.5	2.1	0.7	-0.4	4.0	3.7	1.2	0.4	2.0
> O=C(COC(=O)c1ccccc1)c1ccc(S(=O)(=O)N2CCCCC2)cc1
    -0.1	5.4	3.4	3.9	-3.1	-3.1	0.6	0.7	-18.8	-3.1
> Cc1cc(Cl)ccc1Oc1ncnc2oc(-c3ccccc3)cc12
    3.5	1.4	8.2	6.3	0.1	-2.6	-0.3	2.3	7.7	3.3
> CSc1ccc(C2NN=C(c3ccccc3)S2)cc1 (stereo not drawn)
    -3.4	0.9	-4.3	3.2	-1.9	-3.5	0.3	3.1	/	-6.4
> O=C(Cn1ccnc1)c1ccc(O)c(O)c1
    0.3	-1.5	-4.2	1.0	13.0	-0.6	-4.5	9.9	2.2	4.3
> CC(NC(=O)CS(=O)(=O)c1ccccc1)c1ccccc1 (stereo not drawn)
    -10.0	-2.6	9.3	-3.2	1.2	5.1	0.5	4.0	-5.5	6.8
> CCc1ccc(N2C(=O)CC(NNc3nc4ccccc4s3)C2=O)cc1 (stereo not drawn)
    -14.3	-2.4	-3.8	7.4	-5.1	2.1	-2.3	7.0	6.5	-1.1
> COc1cc(CCC(=O)NNC(=O)c2cccc(Cl)c2)cc(OC)c1OC
    2.7	0.6	-4.5	-0.9	-0.5	1.1	-0.2	-0.4	2.8	-3.3
> O=C(COC(=O)Cc1ccc(Cl)cc1Cl)NC1CC1
    4.0	1.8	-8.8	1.3	1.5	3.3	0.4	-0.8	6.9	-1.4
> CCOC(=O)c1c(C)oc2ccc(OCC(=O)C(C)(C)C)cc12
    1.8	-2.9	-0.8	-4.9	1.4	2.4	-0.7	3.0	-6.3	0.8
> COc1ccc2c(c1OC)C(=O)N1C(C(=O)O)Cc3c([nH]c4ccccc34)C21 (stereo not drawn)
    1.2	-1.4	2.1	17.6	-2.5	4.9	1.0	6.8	-19.2	1.1
> CCn1c(=O)cc(SCC(=O)NCc2ccco2)c2ccccc21
    4.3	0.5	1.7	-0.7	-6.6	3.1	-5.8	5.0	0.3	0.8
> O=C(COc1ccc(Br)cc1)Nc1ccc2oc(=O)ccc2c1
    5.1	-1.2	5.7	-0.2	-1.9	3.4	2.3	-7.2	-11.0	-7.5
> CC1CCC(NC(=O)c2ccc(NC3=NC4CS(=O)(=O)CC4S3)cc2)CC1 (stereo not drawn)
    1.5	0.3	-3.4	2.3	2.2	-2.3	0.7	1.1	2.2	1.0
> CCC(=O)Nc1cccc(NC(=S)NC(=O)c2cccs2)c1
    -3.3	-0.2	-0.7	-2.1	-3.2	-3.1	-1.4	2.9	-3.2	-3.6
> Cc1nnc(NC(=O)c2c(F)c(F)c(F)c(F)c2F)s1
    3.5	-2.4	-0.4	-0.4	3.2	1.3	1.7	-4.4	-6.8	4.4

High-throughput results: PubChem BioAssay, several laboratories

This is a subset. The share of hits here may be higher or lower than overall.
